FAK blocker: blocks human focal adhesion kinase activity; AID 727; biochemical FAK kinase activity assay; hit rate 0.84% among 97,000; inhibition, %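 (tested at 7 µM)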; in the data active = inhibition above about 19%;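 also: 0% = DMSO and 100% = reference compound high control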
PostGolgi ctrl: inhibits growth of the yeast control strain; inhibition, % at 10 µM; hit rate 5% among 98,000; efflux-deficient yeast background strain, growth absorbance A615, 16 h
PTPN22 act: increases human PTPN22 phosphatase activity; recombinant LYP, DiFMUP fluorescence; 0 = plate median, 100 = signal doubled; activation, % at 2 µM; hit rate 0.11% among 96,000;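 active = activation at 2 µM above a set limit, the mean plus 5 SD, cut at about 37% in these data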
HIV Rev-RRE inh: inhibitors of HIV-1 Rev-RRE RNA interaction; Rev peptide-RRE RNA binding, FRET; inhibition, % at 8 µM; hit rate 0.79% among 97,000;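 active = inhibition above the screen-wide mean plus 3 SD, cut at about 35% in these data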;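 also: 0% = median DMSO wells and 100% = median Neomycin B control wells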
Target sequence (P05866 whole entry, looked up): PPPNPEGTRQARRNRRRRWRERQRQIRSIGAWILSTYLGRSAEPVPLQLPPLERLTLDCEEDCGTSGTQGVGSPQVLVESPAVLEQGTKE
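Test system: Cy5-tagged RRE RNA duplex with fluorescein-tagged Rev peptide; Probe or stimulus: labelled Rev peptide; Schedule: 5 min preincubation and 15 min binding, 25 °C; Signal: FRET fluorescence readout; Evaluation: % inhibition from 671/540 nm acceptor-to-donor ratio, scaled between controls; Control set: DMSO and neomycin B.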
S1P2 blocker: S1P2 (human) receptor antagonism. hit rate 0.21% among 97,000. O95136. inhibition, % at 5 µM. cell-based S1P2 antagonist assay, inhibition at 5 uM; in the data active = inhibition above about 45%;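 also: CRE beta-lactamase reporter cells expressing human S1P2 stimulated with S1P; 0% = agonist at EC80 alone and 100% = agonist plus reference antagonist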
EphB4 ephrin blk: EphB4-ephrin-B2 interaction antagonism; hit rate 0.15% among 97,000; P54760; AID 720; inhibition, % at 7 µM; EphB4 LBD / TNYL-RAW-Alexa532 peptide, fluorescence polarization;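 active = inhibition above the screen-wide mean inhibition plus 3 SD, cut at about 15% in these data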;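 also: 0% = DMSO wells and 100% = excess unlabeled TNYL-RAW peptide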
Target sequence (P54760 whole entry, looked up, the tested form may be a part): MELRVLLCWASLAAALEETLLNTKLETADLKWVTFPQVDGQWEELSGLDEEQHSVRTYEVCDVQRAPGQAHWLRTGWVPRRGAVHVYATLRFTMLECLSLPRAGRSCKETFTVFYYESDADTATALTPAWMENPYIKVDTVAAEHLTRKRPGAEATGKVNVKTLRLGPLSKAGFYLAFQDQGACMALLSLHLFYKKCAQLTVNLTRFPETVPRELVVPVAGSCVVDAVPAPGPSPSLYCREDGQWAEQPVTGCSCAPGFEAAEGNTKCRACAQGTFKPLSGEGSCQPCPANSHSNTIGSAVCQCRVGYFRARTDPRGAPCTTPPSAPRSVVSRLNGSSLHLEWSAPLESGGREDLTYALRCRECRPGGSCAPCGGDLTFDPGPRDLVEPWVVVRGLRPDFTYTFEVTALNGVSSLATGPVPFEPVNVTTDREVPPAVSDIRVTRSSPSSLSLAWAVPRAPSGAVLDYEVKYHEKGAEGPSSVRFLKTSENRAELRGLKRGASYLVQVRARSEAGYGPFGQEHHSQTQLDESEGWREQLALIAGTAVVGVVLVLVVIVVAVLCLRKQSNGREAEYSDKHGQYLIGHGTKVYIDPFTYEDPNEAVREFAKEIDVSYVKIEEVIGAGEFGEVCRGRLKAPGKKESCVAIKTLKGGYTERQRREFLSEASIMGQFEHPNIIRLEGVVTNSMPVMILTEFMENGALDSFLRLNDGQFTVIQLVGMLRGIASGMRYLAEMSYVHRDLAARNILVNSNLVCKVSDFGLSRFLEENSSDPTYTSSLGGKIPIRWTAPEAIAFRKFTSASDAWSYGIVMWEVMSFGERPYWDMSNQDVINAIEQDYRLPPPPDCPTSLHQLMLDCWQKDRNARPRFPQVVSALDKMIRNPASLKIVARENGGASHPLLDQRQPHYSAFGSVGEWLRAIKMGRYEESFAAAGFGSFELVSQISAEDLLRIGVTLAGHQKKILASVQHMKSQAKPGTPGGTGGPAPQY
PTPN22 inh 2: LYP (human) phosphatase inhibition | recombinant LYP catalytic domain, DiFMUP fluorescence | inhibition, % at 2 µM | hit rate 0.21% among 96,000 | AID 640;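 active = inhibition at 2 µM at or above a set limit, the screen mean plus 3 SD, cut at about 24% in these data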;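 also: 0% = DMSO with enzyme and 100% = enzyme fully blocked by orthovanadate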
S1P2 agonist: activates the human S1P2 receptor. S1P2-expressing cell line, agonist reporter read-out. activation, % at 4.5 µM. O95136. hit rate 0.46% among 97,000; in the data active = activation above about 16%;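 also: 0% = vehicle low control and 100% = maximal reference agonist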
PostGolgi yeast: growth inhibition of a yeast mutant, post-Golgi transport screen; hit rate 0.9% among 98,000; inhibition, % at 10 µM; post-Golgi transport phenotypic cell assay;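 also: yeast cells grown in 1536-well plates; yeast grown about 18 h at 30C before absorbance read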
The depositor's hits bear a star; x = not tested or not shown. Rule as the data show it, unless noted: active = inhibition above about 30%; inactive = the rest.

SMILES	FAK blocker	PostGolgi ctrl	PTPN22 act	HIV Rev-RRE inh	S1P2 blocker	EphB4 ephrin blk	PTPN22 inh 2	S1P2 agonist	PostGolgi yeast
Cc1ccc(OCC(=O)Nc2ccc(N3CCCC3)cc2)cc1C	14	-2	-22	1	3	0	22	-6	-6
CCn1c(SC(C)C)nnc1-c1cc(-c2ccccc2)sc1N	1	x	-8	-7	-9	-5	4	-2	x
Cc1ccccc1NC(=O)CC1(c2ccc(N(C)C)cc2)C(=O)c2ccccc2C1=O	2	2	0	2	17	4	3	-7	-9
CC(=O)Nc1ccc(S(=O)(=O)NC(CC(=O)N(C)Cc2ccccc2)C(C)C)cc1 (stereo not drawn)	3	-5	13	4	15	8	-14	-7	-6
CCN(C(=O)CSc1nnc(Cn2nnc3ccccc32)o1)c1nc(C)cs1	-2	x	-1	2	-2	0	-3	0	x
COC(=O)CSc1nnc(-c2ccc(S(=O)(=O)N3CCCC3)cc2)n1C	3	7	12	3	8	2	-11	-2	0
O=C(Nc1cc(C(F)(F)F)ccc1F)C1CCC1	0	7	-12	4	-2	3	9	-3	-1
COc1ccc(OCCOCCN2CCOCC2)cc1	1	21	2	2	16	2	-2	-7	-8
COc1ccc(/C=C2/SC(=S)N(n3c(C)ccc3C)C2=O)cc1	2	4	-4	8	-25	2	2	-4	19
N/C(=N\c1nc2c(c(=O)[nH]1)CCC2)Nc1ccccc1C(F)(F)F	2	1	4	5	6	-6	-2	-5	-4
CCCC(=O)Nc1cc(C)c(NC(=O)Cc2ccccc2)cn1	2	-2	5	2	-5	-2	-6	-7	23
COc1cc(OC)cc(-c2ncc3ccccn23)c1	2	x	-3	35	-10	3	4	-8	x
COC(=O)C(NC(=O)c1ccco1)(Nc1cc(C)ccn1)C(F)(F)F (stereo not drawn)	-7	x	-2	-1	-10	-9	-2	4	x
CC(C)Oc1ccc(C(=O)N(CN2CCCC2=O)c2ccc(F)cc2)cc1	-6	7	7	0	11	1	-7	-1	0
Nc1c(NC2CCCCC2)c2ccccc2oc1=O	0	13	-3	3	-9	3	2	3	3
COc1ccc(-c2cc(C3CCN(c4ccc(C(C)=O)cc4[N+](=O)[O-])CC3)[nH]n2)cc1	5	37*	-7	5	28	6	9	-8	21
CN(C)/C=C(\C#N)C(=O)Nc1ccc(F)cc1	-3	0	4	12	19	6	-2	-5	2
COc1ccc(N2C(=O)C3CCCN3C2c2ccc(F)cc2)cc1Cl (stereo not drawn)	0	-5	-8	1	-2	1	5	-2	-5
CC(C)COC(=O)N(C)c1ccc(C(O)(C(F)(F)F)C(F)(F)F)cc1	3	1	6	5	15	2	-2	-3	26
O=C(Cn1c(C(=O)N2CCN(C3CCCCC3)CC2)cc2sccc21)c1ccccc1	-3	31*	1	-1	0	-3	-3	-5	5
O=C1CCCc2nc(NCc3ccco3)ncc21	6	17	8	9	0	5	-9	-4	2
COc1cc(Cl)c(C)cc1NC(=O)COC(=O)c1cnc(C)cn1	1	6	0	0	9	-5	3	-3	4
COc1ccc(C2C(C#N)=C(N)Oc3n[nH]c(C)c32)cc1CN1CCN(c2ccc(F)cc2)CC1 (stereo not drawn)	8	18	0	15	19	5	-2	-12	-6
CCN(CC)c1ccc(C2CC(=O)Nc3cc(OC)c(OC)cc32)cc1 (stereo not drawn)	1	3	2	-8	-2	-4	-1	-3	-7
CCOc1ccccc1-c1nc(-c2cc3ccc(C)cc3[nH]c2=O)no1	4	31*	-2	7	-3	3	-2	-1	-8
Cc1cccc(NC(=O)c2ccccc2Br)n1	x	6	-2	x	x	x	1	x	-5
c1ccc2c(c1)N1CCN=C1N2CCN1CCCCC1	-3	7	-2	-1	18	-2	2	1	-5
O=C(NCc1ccco1)c1ccc(S(=O)(=O)N2CCOCC2)cc1	11	9	-2	1	-14	-8	2	-2	4
Cc1ccnc(N2C(=O)c3ccccc3C2O)c1 (stereo not drawn)	1	8	5	3	-6	-8	-6	-2	-3
O=C(Nc1ccc2c(c1)CCC2)c1cnn2c1NC(c1ccco1)CC2C(F)(F)F (stereo not drawn)	0	5	8	8	4	-8	-12	-2	5
O=C(COc1ncnc2scc(-c3ccc(F)cc3)c12)NCc1ccco1	-2	13	-7	-1	-29	-5	9	-1	-1
CCc1nnc(NC(=O)CCC(=O)N2CCN(Cc3ccccc3)CC2)s1	0	0	2	4	14	-2	-4	-2	14
Clc1ccc(Br)cc1-c1nc(-c2ccncc2)no1	28*	3	-8	5	9	8	12	-13	5
COc1ccccc1C(c1nnnn1C(C)(C)C)N1CCN(C(=O)c2ccco2)CC1 (stereo not drawn)	-1	19	1	1	-6	-11	-1	0	0
O=S(=O)(Cc1ccccc1)N1CCC(c2nc(-c3cccs3)no2)CC1	-4	18	10	11	-2	-2	-13	-5	9
COc1ccc(S(=O)(=O)N(C)CC(=O)N2CCN(C)CC2)cc1C	0	12	-5	7	2	0	0	-6	0
CC1CCCCN1C(=O)CSc1ccc(-c2ccc(F)cc2)nn1 (stereo not drawn)	26*	45*	2	4	0	-8	-5	0	-5
COc1ccnc(N2CCN(c3cccc(C(F)(F)F)c3)CC2)c1C#N	3	9	2	10	0	2	4	-3	-4
CN(C1CCCCC1)S(=O)(=O)c1ccc(NC(=O)CCC(=O)O)cc1	-4	7	11	3	-16	2	-15	-3	-1
CCOc1cc(NC(=S)NCC2CCCO2)c(OCC)cc1NC(=O)c1ccccc1C (stereo not drawn)	0	2	10	-1	2	-4	-7	-6	-2
CC(=O)NCCCc1nc2ccccc2n1Cc1ccc(C)cc1	-1	5	-8	0	-11	-64	11	-3	-3
CCC(C(=O)Nc1ccccc1OC)n1c(C(=O)OC)cc2ccsc21 (stereo not drawn)	1	19	-2	14	-5	-4	1	-6	5
CCN(CC)S(=O)(=O)c1ccc(F)cc1	0	-1	0	4	15	-1	0	-5	0
COC(=O)C1=C(C(=O)OC)C2(OC1c1ccccc1C)C(=O)c1ccccc1C2=O (stereo not drawn)	7	x	7	-1	-21	9	-7	-1	x
O=C(NCCCN1CCCC1=O)c1ccc2c(=O)n(Cc3ccco3)c(=S)[nH]c2c1	-1	10	-1	5	3	4	0	-3	3
CCOc1ccccc1NS(=O)(=O)c1ccc(Br)s1	3	11	1	8	-13	4	-5	-4	-2
c1ccc(-n2ncc3c(N4CCCC4)ncnc32)cc1	2	2	7	-2	0	-3	-10	-7	-3
O=S(=O)(NCc1ccccc1)c1ccc(Cl)c(S(=O)(=O)NCc2ccccc2)c1	-1	9	-3	6	1	9	5	-4	6
COc1ccc(OC(=O)CCCN2C(=O)c3ccccc3C2=O)cc1	-1	12	-1	6	11	-6	-2	-4	-9
O=C(/C=N/O)Nc1ccccc1C(=O)O	-1	14	2	5	-5	-11	-4	-1	1

Additional compounds.
SMILES	FAK blocker	PostGolgi ctrl	PTPN22 act	HIV Rev-RRE inh	S1P2 blocker	EphB4 ephrin blk	PTPN22 inh 2	S1P2 agonist	PostGolgi yeast
COc1ccccc1N1CCN(c2nc(N)c(C#N)c(CC#N)c2C#N)CC1	-6	-4	-10	5	5	1	9	-2	1
COC(=O)c1ccc(C2C3=C(Nc4nnnn42)c2ccccc2OC3)cc1 (stereo not drawn)	3	17	0	10	-1	-5	-4	1	15
COc1cc(-c2nc(-c3ccc(NC(=O)c4ccc5c(c4)OCO5)cc3)no2)cc(OC)c1OC	14	-9	-6	-1	-12	-9	0	-1	-7
O=C(c1cnn2c(C(F)(F)F)cc(-c3ccc(Br)cc3)nc12)N1CCOCC1	0	12	5	9	20	8	-6	-7	-2
CCCCNc1nc(-c2ccccc2)nc(-n2ccnc2)n1	-1	21	3	9	-33	-3	-2	0	5
Cn1c(=O)cc(OCCCC(=O)N2CCN(c3ccccc3)CC2)c2ccccc21	0	8	8	3	23	1	-8	-4	14
O=C(Nc1ccc(Cl)cc1-c1nc2ccccc2s1)c1ccco1	-19	20	-9	4	8	3	9	-5	1
CCOC(=O)c1ccc(Nc2nc(C)cc(C)c2C#N)cc1	0	2	5	16	-6	8	-6	-1	-4
Cn1c(N2CCC(C(N)=O)CC2)nc2c1c(=O)n(Cc1ccc(Cl)cc1)c(=O)n2C	1	4	-2	6	10	-3	1	-8	-3
C=CCCC(=O)Nc1nc(C)c(-c2csc(Nc3cccc(OC)c3)n2)s1	1	0	-7	4	18	6	11	-7	-1
COc1cccc(C(=O)N(Cc2ccc(N(C)C)cc2)C2CCS(=O)(=O)C2)c1 (stereo not drawn)	0	5	-1	-2	14	-7	-1	-4	4
CCCOc1ccc(N2C(=O)CC(N(O)c3ccccc3)C2=O)cc1 (stereo not drawn)	-4	5	0	4	9	2	-3	-8	-5
OCC1CCCN(C(=S)NCCc2ccccc2)C1 (stereo not drawn)	3	-2	2	6	6	4	-2	-6	4
CCCCNC(=O)c1ccc(N2CCOCC2)c(NS(=O)(=O)c2ccc(OC)cc2)c1	0	3	1	6	-6	-2	-4	-9	-3
Cc1nn(C)cc1C(C(=O)NC1CCCCC1)N(C(=O)Cn1nnc2ccccc21)c1ccc(F)cc1 (stereo not drawn)	1	6	3	-3	3	1	-4	-4	0
Cc1ccc(N2CCN(/N=C/c3sccc3C)CC2)cc1	-4	5	6	1	7	-2	-2	-10	0
Nc1nc(CN2CCN(c3ccccn3)CC2)nc(Nc2ccc(F)cc2)n1	-8	-5	4	-2	-17	-11	-4	-5	2
O=C(CSc1ccccc1)Nc1cccc(NC(=O)c2ccco2)c1	3	1	-1	3	12	7	6	-4	-3
Cc1cc(=O)oc2ccc(OC(=O)c3cccc(S(=O)(=O)N4CCOCC4)c3)cc12	2	15	-8	14	6	6	10	-5	8
OCC12COC(c3ccccc3)N1C(c1ccccc1)OC2 (stereo not drawn)	4	24	-3	5	20	5	2	0	1
CCN(CC)CCCNC(=O)c1nn(-c2cccc(OC)c2)c(=O)c2ccccc12	3	-3	-12	0	-11	0	16	-8	0
CCOc1ccc(N2CC(C(=O)NCCCN3CCOCC3)CC2=O)cc1 (stereo not drawn)	3	0	-3	1	7	-5	-2	2	-6
CN1CCN(c2nc(-c3ccccc3)cc(C(F)(F)F)n2)CC1	-3	29	7	9	3	7	-2	-2	-4
CCN(CC)C(=O)CSCc1cnn(-c2ccccc2)c1-n1cccc1	1	3	-9	7	3	4	8	0	-12
Fc1cccc(CN2CCN3CCCC3C2C2CCCCC2)c1 (stereo not drawn)	0	3	11	-3	2	-7	-7	-4	-1
CC(=O)c1ccc(N2CCN(C(=O)c3ccco3)C(C)C2)c(F)c1 (stereo not drawn)	1	0	4	5	8	4	-9	-1	2
COc1ccccc1NC(=O)CSc1nnc(-c2ccoc2C)n1CC1CCCO1 (stereo not drawn)	-3	-3	0	0	19	-4	2	-3	-3

2 compounds from above, reduced to FAK blocker:
SMILES	FAK blocker
CCN(CC)CCCNC(=O)c1nn(-c2cccc(OC)c2)c(=O)c2ccccc12	3
CCOc1ccc(N2CC(C(=O)NCCCN3CCOCC3)CC2=O)cc1 (stereo not drawn)	3

Ordered by value in PTPN22 act (falling): four from the list above.
| smiles | FAK blocker | PostGolgi ctrl | PTPN22 act | HIV Rev-RRE inh | S1P2 blocker | EphB4 ephrin blk | PTPN22 inh 2 | S1P2 agonist |
| --- | --- | --- | --- | --- | --- | --- | --- | --- |
| OCC1CCCN(C(=S)NCCc2ccccc2)C1 (stereo not drawn) | 3 | -2 | 2 | 6 | 6 | 4 | -2 | -6 |
| CCCOc1ccc(N2C(=O)CC(N(O)c3ccccc3)C2=O)cc1 (stereo not drawn) | -4 | 5 | 0 | 4 | 9 | 2 | -3 | -8 |
| COc1cccc(C(=O)N(Cc2ccc(N(C)C)cc2)C2CCS(=O)(=O)C2)c1 (stereo not drawn) | 0 | 5 | -1 | -2 | 14 | -7 | -1 | -4 |
| Cc1cc(=O)oc2ccc(OC(=O)c3cccc(S(=O)(=O)N4CCOCC4)c3)cc12 | 2 | 15 | -8 | 14 | 6 | 6 | 10 | -5 |
